Source: PubChem
IDE exosite inh: exo-site inhibitors of human IDE, primary screen, biochemical, fluorescence anisotropy, probe displacement; Insulin-degrading enzyme (Homo sapiens), P14735; purified IDE, FL-6b probe fluorescence polarization; hits give low values; z-score at 20 µM; 6.3% of 17,000 active; AID 1259349, 2017;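 active = z-score of -3 or lower, meaning strong loss of probe binding signal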;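 also: His-tagged human IDE residues 42-1019 made in E. coli with 30 nM FL-6b probe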
Target sequence (P14735 42-1019 limits assumed): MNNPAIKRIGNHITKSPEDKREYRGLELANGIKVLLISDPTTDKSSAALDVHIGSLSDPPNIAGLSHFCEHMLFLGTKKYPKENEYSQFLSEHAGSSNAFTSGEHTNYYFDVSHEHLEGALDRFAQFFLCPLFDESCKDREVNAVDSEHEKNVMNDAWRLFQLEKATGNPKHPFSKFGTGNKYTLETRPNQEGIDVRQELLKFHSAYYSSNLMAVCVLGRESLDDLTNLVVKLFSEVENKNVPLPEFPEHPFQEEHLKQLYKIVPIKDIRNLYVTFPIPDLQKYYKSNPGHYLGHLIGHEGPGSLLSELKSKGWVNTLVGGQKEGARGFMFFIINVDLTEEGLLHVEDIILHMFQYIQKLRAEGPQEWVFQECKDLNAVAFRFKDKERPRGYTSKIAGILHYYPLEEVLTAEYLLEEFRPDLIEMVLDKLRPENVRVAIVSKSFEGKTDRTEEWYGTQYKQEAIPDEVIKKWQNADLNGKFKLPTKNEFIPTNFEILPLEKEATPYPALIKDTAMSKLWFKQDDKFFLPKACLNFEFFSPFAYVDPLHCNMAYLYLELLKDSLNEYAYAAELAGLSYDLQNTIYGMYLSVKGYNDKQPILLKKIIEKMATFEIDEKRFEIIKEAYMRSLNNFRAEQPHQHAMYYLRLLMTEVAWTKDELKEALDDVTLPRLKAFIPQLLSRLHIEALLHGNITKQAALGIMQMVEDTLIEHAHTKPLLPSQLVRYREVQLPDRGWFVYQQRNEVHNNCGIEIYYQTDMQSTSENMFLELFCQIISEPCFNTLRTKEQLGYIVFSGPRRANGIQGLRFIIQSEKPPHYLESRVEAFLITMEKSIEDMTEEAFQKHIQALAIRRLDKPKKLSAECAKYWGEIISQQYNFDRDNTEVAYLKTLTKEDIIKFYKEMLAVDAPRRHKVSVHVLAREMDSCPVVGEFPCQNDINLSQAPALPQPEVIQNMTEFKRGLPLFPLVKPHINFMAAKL
Numbers without * were called inactive; & = joins results of further samples.

SMILES	IDE exosite inh
COc1ccccc1C#Cc1ccc([C@@H]2[C@@H](CO)N(C(=O)C3CCC3)[C@H]2C#N)cc1	-4.23*
CC(=O)N1CC(=O)N2[C@H](CO)[C@H](c3ccc(C#CC(C)C)cc3)[C@H]2C1	4.11
CC(C)NC(=O)Nc1ccc2c(c1)C(=O)N([C@H](C)CO)C[C@@H](C)[C@@H](CN(C)C(=O)C1CCCCC1)OCCCC[C@H](C)O2	2.19
CC(C)NC(=O)N1CCCCN2[C@H](CO)[C@@H](c3ccc(C#CC4CC4)cc3)[C@@H]2C1	2.08
Cn1cnc(S(=O)(=O)N2CCCCN3[C@H](CO)[C@H](c4ccc(-c5ccccc5F)cc4)[C@@H]3C2)c1	-1.2
O=C1CNC[C@H]2[C@@H](c3ccc(C4=CCCCC4)cc3)[C@@H](CO)N12	0.0424
COc1ccccc1C#Cc1ccc([C@@H]2[C@@H](C#N)N(C(=O)C3CCC3)[C@H]2CO)cc1	-4.83*
O=C1CN(Cc2ccc(F)cc2)C[C@@H]2[C@H](c3ccc(-c4cccnc4)cc3)[C@@H](CO)N12	1.29
N#C[C@@H]1[C@@H](c2ccccc2-c2cccc(F)c2)[C@H](CO)N1C(=O)C1CC1	1.15
COCCN(C[C@H]1[C@H](c2ccccc2)[C@H](CO)N1C(C)=O)C(=O)c1ccncc1	1.25
CN1C(=O)c2cc(NS(C)(=O)=O)ccc2OC[C@H]2O[C@H](CC(=O)N3CCOCC3)CC[C@@H]21	-14.2*
C[C@H](CO)N1C[C@H](C)[C@H](CN(C)C(=O)c2ccncc2)OCCCC[C@H](C)Oc2ccc(NS(=O)(=O)c3cccs3)cc2C1=O	0.551
O=C(Nc1cccc(F)c1)N1CC(=O)N2[C@H](CO)[C@H](c3ccc(-c4ccccc4F)cc3)[C@H]2C1	-2.56
CCC(=O)NC[C@@H]1[C@@H](c2ccc(C3=CCCC3)cc2)[C@@H](CO)N1C(=O)CN(C)C	2.15
COc1ccccc1-c1ccc([C@@H]2[C@H]3CN(C(=O)c4cccnc4)CCCCN3[C@H]2CO)cc1	-4.67*
COc1cccc(-c2ccc([C@@H]3[C@@H](C#N)N(C(=O)Cc4ccccc4)[C@@H]3CO)cc2)c1	-5.34*
CN(C)C(=O)c1ccc(-c2ccc(C3[C@@H]4CN(C(=O)Cc5ccncc5)C[C@H]3N4)cc2)cc1 (some centres not stated)	3.59
CC(=O)NC[C@@H]1[C@@H](c2ccc(-c3ccccc3)cc2)[C@@H](CO)N1C(=O)C1CCC1	-0.523
CN1CCN(C(=O)[C@H]2[C@H](CO)[C@H]3Cn4c(ccc(-c5ccncc5)c4=O)[C@H]3N2CC2CC2)CC1	1.29
COc1cccc(-c2ccc(C3[C@H]4CNC[C@@H]3N4C(=O)Nc3ccc(C(F)(F)F)cc3)cc2)c1 (some centres not stated)	2.09&3.07
O=C(C1CCOCC1)N1CC(=O)N2[C@H](CO)[C@@H](c3ccc(C#Cc4cccc(F)c4)cc3)[C@H]2C1	-4.42*
COCC(=O)Nc1ccc2c(c1)[C@@H]1C[C@@H](CC(=O)N[C@@H](C)c3ccccc3)O[C@H](CO)[C@@H]1O2	-1.21
O=S(=O)(c1ccc(F)cc1)N1C[C@@H]2N[C@H](C1)C2c1ccc(/C=C/c2ccccc2)cc1 (some centres not stated)	0.825&0.067
CC(C)NC(=O)N1CCCCN2[C@H](CO)[C@@H](c3ccc(C#C[C@@H](C)O)cc3)[C@@H]2C1	3.62
CO[C@@H]1CC[C@H]2CCN(C)C(=O)CCCN(C)C(=O)c3cc(C#N)ccc3OC[C@@H]1O2	0.418
OC[C@@H]1[C@@H](c2ccc(/C=C/c3ccccc3)cc2)[C@@H]2CN(Cc3cncnc3)CCCCN12	-7.89*
O=C(NC1CCCC1)N1CC(=O)N2[C@H](CO)[C@@H](c3ccc(-c4ccc(F)cc4)cc3)[C@H]2C1	2.42
CCc1cnc(N2[C@H](C#N)[C@@H](c3ccccc3)[C@H]2CO)s1	0.649
O=C(Nc1cccc(F)c1)N1CC(=O)N2[C@H](C1)[C@H](c1ccc(-c3ccc(F)cc3)cc1)[C@@H]2CO	2.92
O=S(=O)(c1cccs1)N1CCCCN2[C@H](CO)[C@H](c3ccc(Br)cc3)[C@H]2C1	2.58

The final 4 compounds of the section before come first, to join the parts:
SMILES	IDE exosite inh
O=C(NC1CCCC1)N1CC(=O)N2[C@H](CO)[C@@H](c3ccc(-c4ccc(F)cc4)cc3)[C@H]2C1	2.42
CCc1cnc(N2[C@H](C#N)[C@@H](c3ccccc3)[C@H]2CO)s1	0.649
O=C(Nc1cccc(F)c1)N1CC(=O)N2[C@H](C1)[C@H](c1ccc(-c3ccc(F)cc3)cc1)[C@@H]2CO	2.92
O=S(=O)(c1cccs1)N1CCCCN2[C@H](CO)[C@H](c3ccc(Br)cc3)[C@H]2C1	2.58
CN(C)CC(=O)N1CCCCN2[C@@H](CO)[C@@H](c3ccc(-c4cccnc4)cc3)[C@@H]2C1	0.12
O=C(c1ccc(F)cc1)N1CCCCN2[C@H](CO)[C@@H](c3ccc(-c4ccccc4)cc3)[C@H]2C1	3.38
COc1cccc(NC(=O)N2CC(=O)N3[C@@H](CO)[C@@H](c4ccc(C5=CCCC5)cc4)[C@@H]3C2)c1	-0.13
CC(C)NC(=O)Nc1ccc2c(c1)C(=O)N(C)[C@@H]1CC[C@@H](CC(=O)NCc3ccc(F)cc3)O[C@@H]1CO2	-0.858
C[C@H]1CN([C@@H](C)CO)S(=O)(=O)c2ccc(-c3cncnc3)cc2O[C@@H]1CN(C)C(=O)NC1CCCC1	-1.1
COc1ccccc1CNC(=O)C[C@@H]1C=C[C@@H](NC(=O)CC2CC2)[C@@H](CO)O1	-0.39
CO[C@@H](CN(C)C(=O)c1ccccc1F)[C@H](C)CN([C@H](C)CO)S(=O)(=O)c1ccc(F)cc1	1.35
COCC#Cc1ccc([C@@H]2[C@H](CO)N3CCCCN(S(=O)(=O)c4ccccc4C)C[C@@H]23)cc1	-3.09*
O=C(Cc1ccccc1)N1CC(=O)N2[C@H](CO)[C@@H](c3ccc(C#CCc4ccccc4)cc3)[C@H]2C1	2.11
COc1ccccc1S(=O)(=O)N(C)C[C@@H]1OCc2ccccc2-c2ccccc2C(=O)N([C@@H](C)CO)C[C@@H]1C	-1.07
CCc1csc(N2[C@H](CO)[C@H](c3ccc(-c4cccc(F)c4)cc3)[C@@H]2C#N)n1	4.17
CN(C)CC#Cc1ccc([C@@H]2[C@H](CO)N3CCCCN(C(=O)NC4CCCC4)C[C@@H]23)cc1	1.32
O=C(CC1CC1)N1CC2(C1)[C@@H](c1ccccc1)[C@@H](CO)N2Cc1ccccn1	0.787
O=C(Nc1ccc2c(c1)[C@@H]1C[C@H](CC(=O)N3CCc4ccccc4C3)O[C@H](CO)[C@@H]1O2)c1ccc2c(c1)OCO2	0.121
O=C(C[C@@H]1C[C@@H]2c3cc(NC(=O)C4CCC4)ccc3O[C@@H]2[C@H](CO)O1)NC1CCCC1	-0.693

The closing six records of the part before come first, to join the parts.
SMILES	IDE exosite inh
COc1ccccc1S(=O)(=O)N(C)C[C@@H]1OCc2ccccc2-c2ccccc2C(=O)N([C@@H](C)CO)C[C@@H]1C	-1.07
CCc1csc(N2[C@H](CO)[C@H](c3ccc(-c4cccc(F)c4)cc3)[C@@H]2C#N)n1	4.17
CN(C)CC#Cc1ccc([C@@H]2[C@H](CO)N3CCCCN(C(=O)NC4CCCC4)C[C@@H]23)cc1	1.32
O=C(CC1CC1)N1CC2(C1)[C@@H](c1ccccc1)[C@@H](CO)N2Cc1ccccn1	0.787
O=C(Nc1ccc2c(c1)[C@@H]1C[C@H](CC(=O)N3CCc4ccccc4C3)O[C@H](CO)[C@@H]1O2)c1ccc2c(c1)OCO2	0.121
O=C(C[C@@H]1C[C@@H]2c3cc(NC(=O)C4CCC4)ccc3O[C@@H]2[C@H](CO)O1)NC1CCCC1	-0.693
Cc1nc(N2[C@@H](C#N)[C@@H](c3ccccc3)[C@@H]2CO)sc1C	0.638
COc1ccccc1NC(=O)N1CC(=O)N2[C@@H](CO)[C@H](c3ccc(C#CCC(C)C)cc3)[C@@H]2C1	1.86
O=C(Nc1cc(F)ccc1F)N1CC(=O)N2[C@H](CO)[C@@H](c3ccc(-c4ccc(F)cc4)cc3)[C@@H]2C1	0.103
CCS(=O)(=O)Nc1ccc2c(c1)C(=O)N(C)[C@H]1CC[C@H](CC(=O)N[C@H]3CCN(Cc4ccccc4)C3)O[C@@H]1CO2	-0.443
O=C(c1cccnc1)N1CC(=O)N2[C@H](CO)[C@H](c3ccc(-c4cccnc4)cc3)[C@H]2C1	-0.661
COc1ccc(-c2ccc([C@H]3[C@H](C#N)N(C(=O)c4cccnc4)[C@H]3CO)cc2)cc1	-0.201
COc1cccc(-c2ccccc2[C@H]2[C@@H](C#N)N(C(=O)Cc3ccccc3)[C@H]2CO)c1	0.948
CO[C@@H]1CC[C@H]2CCOc3c(C#N)cccc3C(=O)N(C)C[C@H](c3ccccc3)CC(=O)N(C)C[C@@H]1O2	-0.191
O=C1N[C@H](Cc2ccccc2)COCc2cnnn2CC[C@H]1Cc1ccc(-c2ccccc2)cc1	0.912
CCCC(=O)Nc1ccc2c(c1)C(=O)N(C)[C@H]1CC[C@H](CC(=O)NCc3cccc(F)c3)O[C@H]1CO2	-1.07
CO[C@H]1CN(C)C(=O)c2cc(NC(=O)C3CC3)ccc2OC[C@H](C)N(Cc2cc(F)ccc2F)C[C@@H]1C	0.302
O=C(c1ccccc1F)N1CC(=O)N2[C@@H](CO)[C@@H](c3ccc(C#Cc4ccccc4)cc3)[C@@H]2C1	-1.24
COCC(=O)N1[C@@H](C#N)[C@H](c2ccc(C#Cc3ccccc3F)cc2)[C@@H]1CO	-4.31*
O=C(C[C@@H]1CC[C@H]2NC[C@H](O)COC[C@@H]2O1)NC1Cc2ccccc2C1	0.945
CCCNC(=O)NC[C@H]1[C@H](c2ccc(C3=CCCCC3)cc2)[C@H](CO)N1C(C)=O	3.03
C[C@@H]1CN([C@@H](C)CO)C(=O)CCCn2nncc2CO[C@H]1CN(C)C(=O)NC1CCCC1	-0.48
Cc1ccccc1-c1ccc(C2[C@H]3CNC[C@@H]2N3S(=O)(=O)c2ccc(F)cc2)cc1 (some centres not stated)	0.507
COc1ccccc1CN1C[C@@H](C)[C@H](OC)CN(C)C(=O)c2cc(NC(=O)Nc3ccccc3OC)ccc2OC[C@H]1C	0.901
COc1ccc2c3c([nH]c2c1)[C@H](CO)N(C(=O)CN1CCOCC1)CC31CN(Cc2ccccc2)C1	-0.371
CNC[C@H]1Oc2ccc(N)cc2CC(=O)N([C@H](C)CO)C[C@H]1C	0.302
C[C@@H](NC(=O)C[C@@H]1CC[C@@H]2[C@H](COC[C@H](O)CN2C(=O)Nc2cccc(Cl)c2)O1)c1ccccc1	0.131
O=C(Nc1cc(F)ccc1F)N[C@H]1CC[C@@H](CCn2cc(C3CCCCC3)nn2)O[C@@H]1CO	0.629
CC(C)C#Cc1ccc([C@H]2[C@@H](CO)N3CCCCN(S(=O)(=O)Cc4ccccc4)C[C@@H]23)cc1	1.92
Cn1cnc(S(=O)(=O)N2CCCCN3[C@H](C2)[C@H](c2ccc(-c4ccccc4)cc2)[C@@H]3CO)c1	1.67
CN1CCCCN2[C@@H](CO)[C@H](c3ccc(C#Cc4ccccc4F)cc3)[C@@H]2C1	-4.4*
COc1ccc(S(=O)(=O)Nc2ccc3c(c2)[C@H]2C[C@@H](CC(=O)N(C)C)O[C@@H](CO)[C@H]2O3)cc1	-0.753
O=C(Nc1ccc(Cl)cc1)N1[C@@H]2CNC[C@H]1C2c1ccc(-c2ccccc2)cc1 (some centres not stated)	-0.514&0.749
CN(C)C(=O)c1cccc(-c2ccc(C3[C@H]4CNC[C@@H]3N4Cc3ccc4c(c3)OCO4)cc2)c1 (some centres not stated)	-0.236&0.547
C[C@@H]1CN([C@@H](C)CO)C(=O)c2cc(-c3ccc(C#N)cc3)cnc2O[C@H]1CN(C)Cc1cccnc1	0.499
O=C(c1cccc(F)c1)N1CCCCN2[C@H](C1)[C@@H](c1ccc(-c3ccccc3)cc1)[C@@H]2CO	-0.619
COc1ccc(CN2CC3(CN(C(=O)Cc4ccccc4)C3)c3c([nH]c4cc(OC)ccc34)[C@H]2CO)cc1	0.354
CO[C@H](CN(C)CC1CCOCC1)[C@H](C)CN(C(=O)Nc1ccc(F)cc1)[C@H](C)CO	1.38
Cc1ccc(-c2ccc([C@H]3[C@H]4CN(C(=O)Nc5cccc(F)c5)CCCCN4[C@H]3CO)cc2)cc1	1.72
CCC(=O)N1CC(=O)N2[C@@H](CO)[C@@H](c3ccc(C#CC(C)C)cc3)[C@@H]2C1	0.669
CCCNC(=O)N1CC(=O)N2[C@H](CO)[C@@H](c3ccc(C#Cc4cccc(OC)c4)cc3)[C@@H]2C1	-2.99
C[C@H]1CN([C@@H](C)CO)C(=O)CCCn2nncc2CO[C@@H]1CN(C)C(=O)CCC(F)(F)F	-0.454
N#C[C@H]1[C@@H](c2ccc(-c3ccccc3)cc2)[C@@H](CO)N1S(=O)(=O)Cc1ccccc1	-0.431
O=C(C[C@H]1C=C[C@H](NC(=O)C2CCC2)[C@@H](CO)O1)NC1CCCCC1	-0.438
O=C(Nc1ccc(F)cc1)N1CCCCN2[C@H](CO)[C@H](c3ccc(C4=CCCCC4)cc3)[C@@H]2C1	2.49
OC[C@@H]1[C@@H](c2ccc(-c3ccccc3)cc2)[C@@H]2CN(CCC(F)(F)F)CCCCN12	0.766
N#C[C@H]1N[C@H](CO)[C@H]1c1ccc(-c2cccc(F)c2)cc1	-1.38
COc1cccc(NC(=O)N2CC(=O)N3[C@H](C2)[C@@H](c2ccc(C4=CCCC4)cc2)[C@@H]3CO)c1	2.91
CO[C@@H](CN(C)C(=O)Nc1ccc(Cl)cc1)[C@@H](C)CN(Cc1ccccc1Cl)[C@H](C)CO	1.55
CCCNC(=O)N1[C@H](CO)[C@@H](c2ccccc2-c2ccc(F)cc2)[C@@H]1C#N	4.5

Only part of the results is shown (hit frequency here may not be typical).
